PME-1 Maybr inh = inhibitors of human PME-1 in Maybridge library | Protein phosphatase methylesterase 1 (Homo sapiens), Q9Y570 | recombinant PME-1, FP-Rh probe fluorescence polarization | inhibition, % at 9 µM | 16,000 compounds, 0.5% hits | AID 2291, 2010; in the data active = inhibition above about 30%
TLR4 MyD88 blk = inhibitors of human TLR4-MyD88 binding; inhibition, % at 10 µM; 16,000 compounds, 0.06% hits; Toll-like receptor 4 (Homo sapiens), O00206; Cell-based TLR4-MyD88 binding inhibition assay; in the data active = inhibition above about 45%
luminol inh ctr = counter-screen for Nox1 inhibitors: inhibitors of luminol chemiluminescence; 16,000 compounds, 0.4% hits; HRP/luminol/H2O2 chemiluminescence counterscreen; AID 1823, 2009; inhibition, % at 6.7 µM; note: reference of the scale not given here
NOTCH ag = agonists of NOTCH signaling | NOTCH signaling luciferase reporter cells, luminescence | activation, % at 2.5 µM | 15,000 compounds, 0.4% hits | AID 434982, 2010; in the data active = activation above about 2.2%
rat GALR2 agon = agonists of rat galanin receptor 2 (GALR2); 16,000 compounds, 0.5% hits; activation, % at 10 µM; Galanin receptor type 2 (Rattus norvegicus), O08726; cell-based GALR2 agonist screen; in the data active = activation above about 15%
Nox1 inh = inhibitors of human NADPH oxidase 1 (Nox1). Q9Y5S8. HT29 cells, luminol chemiluminescence ROS. inhibition, % at 6.7 µM. 16,000 compounds, 0.81% hits
Target sequence (Q9Y5S8 whole entry, looked up): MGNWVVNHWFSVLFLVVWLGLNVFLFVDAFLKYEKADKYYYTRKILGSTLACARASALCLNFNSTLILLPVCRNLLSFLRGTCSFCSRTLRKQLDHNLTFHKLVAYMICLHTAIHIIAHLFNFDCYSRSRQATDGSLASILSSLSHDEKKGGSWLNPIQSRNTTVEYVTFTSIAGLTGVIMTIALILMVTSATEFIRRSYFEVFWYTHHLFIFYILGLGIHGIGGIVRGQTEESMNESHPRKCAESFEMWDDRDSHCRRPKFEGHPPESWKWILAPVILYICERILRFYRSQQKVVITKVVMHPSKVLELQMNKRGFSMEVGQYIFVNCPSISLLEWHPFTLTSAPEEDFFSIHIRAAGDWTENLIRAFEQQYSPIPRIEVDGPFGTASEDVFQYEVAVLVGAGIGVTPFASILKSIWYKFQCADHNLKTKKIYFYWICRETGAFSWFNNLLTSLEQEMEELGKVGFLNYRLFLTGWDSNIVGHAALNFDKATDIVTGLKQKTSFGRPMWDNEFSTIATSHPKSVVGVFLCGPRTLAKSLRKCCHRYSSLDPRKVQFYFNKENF
OPRK1 antag MB = antagonists of human kappa opioid receptor OPRK1, Maybridge library. OPRK1 cells, antagonist mode, fluorescence readout. inhibition, % at 9 µM. 16,000 compounds, 0.4% hits. AID 652031, 2013; in the data active = inhibition above about 50%
S1P1 agonist = activates the human S1P1 receptor | S1P1 agonist cell-based reporter assay | AID 1044, 2008 | activation, % at 4.5 µM | 16,000 compounds, 1.5% hits | Sphingosine 1-phosphate receptor 1 (Homo sapiens), P21453; in the data active = activation above about 80%
Target sequence (P21453 whole entry, looked up): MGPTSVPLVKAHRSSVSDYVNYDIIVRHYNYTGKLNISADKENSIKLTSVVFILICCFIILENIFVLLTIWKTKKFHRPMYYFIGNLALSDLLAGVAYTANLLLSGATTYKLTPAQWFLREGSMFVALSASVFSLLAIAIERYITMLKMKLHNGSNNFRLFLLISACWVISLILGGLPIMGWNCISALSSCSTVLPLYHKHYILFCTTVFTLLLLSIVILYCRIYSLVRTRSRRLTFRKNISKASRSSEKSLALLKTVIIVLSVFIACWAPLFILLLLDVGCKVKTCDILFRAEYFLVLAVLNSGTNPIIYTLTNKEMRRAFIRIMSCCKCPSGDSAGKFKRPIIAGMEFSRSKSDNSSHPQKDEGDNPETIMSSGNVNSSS
* hit, by the source's call; · = not tested or not shown. Cut-off read from the data, not from the text of the source, unless noted: active = inhibition above about 75%; inactive = the rest.

SMILES	PME-1 Maybr inh	TLR4 MyD88 blk	luminol inh ctr	NOTCH ag	rat GALR2 agon	Nox1 inh	OPRK1 antag MB	S1P1 agonist
Cc1ccc(Nc2cc(=O)[nH]n2C)cc1Cl	5	-10	1	0.2	-7	69	-12	-2
O=C(NNC(=O)c1ccc(Cl)cc1Cl)c1ccc(OC(F)(F)F)cc1	-1	-3	-4	0.1	-4	-4	19	4
COC1OC(OC)C2C3CCC(CC3O)C12 (stereo unspecified)	-3	0	2	0.0	-3	-52	-1	-4
O=[N+]([O-])c1cnc(Sc2nc3cc(Cl)ccc3s2)s1	2	6	2	-0.9	-10	-4	8	-9
Cn1c2ccccc2n2c3ccccc3c(=S)c(C#N)c12	-2	7	5	-0.9	-5	-60	10	0
CC1(C)ONC(=O)N(CCc2cccs2)C1=O	-4	-12	2	-0.3	-5	-47	-1	-18
N#CC(C#N)=CNc1nccs1	-52	7	3	-0.7	-6	-50	-6	4
N/C(=N\OC(=O)Nc1ccc(Cl)cc1)c1ncc([N+](=O)[O-])s1	1	2	7	-0.2	0	-35	12	6
COCc1cc(OC(C)C)nc(-c2cccc(C)c2)n1	2	-3	-6	0.0	-5	13	10	-14
FC(F)(F)c1cnc(/N=C/N2CCCCC2)c(Cl)c1	-2	7	-2	-0.1	-4	-95	13	-1
C#Cc1cccc(NC(=S)NNC(=S)Nc2cccc(C#C)c2)c1	4	-5	0	-0.9	-7	55	40	1
COc1ccc(C(N)=O)cc1OC1CCCC1	3	-7	-2	-0.8	-3	-7	-14	-18
O=C(NNC(=S)Nc1ccc2c(c1)OCCO2)c1ccco1	1	6	1	-0.1	-5	46	12	-1
S=c1[nH]c(-c2ccc(Cl)cc2)cn1-c1ccccc1	5	-5	1	-0.5	-6	-9	-7	-6
CSc1sc(NC(=O)Nc2ccc(F)c(Cl)c2)c(-c2ccc(Cl)cc2)c1C#N	5	-124	-3	-0.1	-4	7	3	15
CCOC(=O)CCC(C#N)(c1cccs1)N1CCOCC1 (stereo unspecified)	2	12	-3	0.2	-7	3	-3	2
CN(C)c1cc(Nc2ccccc2)c2c(=O)n(C)c(=O)n(C)c2n1	1	-4	1	0.5	-3	-60	8	-48
N#CCCN(Cc1cccs1)C(=O)c1cccs1	0	2	3	0.0	-5	-49	-14	24
O=C(O)/C=C/NNC(=O)c1ccc([N+](=O)[O-])cc1	3	3	4	-0.4	-4	10	11	-3
CNC(=O)NNC(=O)c1csc(-c2ccc(C(F)(F)F)cc2Cl)n1	5	-36	39	0.2	-6	22	1	-5
CCS(=O)(=O)c1ccc(O)c(NC(=O)c2nccnc2C(=O)O)c1	0	-6	0	-0.2	-7	54	10	0
Cc1ccc(S(=O)(=O)NNC(=O)CSc2ncnc3scc(C)c23)cc1	-12	1	27	-0.6	-11	2	-2	20
COC(=O)c1cc(S(=O)(=O)Nc2cccc(-c3cnco3)c2)oc1C	5	-8	-5	-0.2	-5	-3	5	-3
N#CCNC(=O)OCc1ccccc1	-2	-2	1	-0.6	-7	3	4	-3
Cn1ncc(NC(=O)O/N=C(\N)c2cc(C(F)(F)F)cc(C(F)(F)F)c2)c1-n1cccc1	1	2	2	0.2	-2	-24	4	-1
The list continues:
SMILES	PME-1 Maybr inh	TLR4 MyD88 blk	luminol inh ctr	NOTCH ag	rat GALR2 agon	Nox1 inh	OPRK1 antag MB	S1P1 agonist
COc1ccc(C(C)=O)cc1CSc1nccc(=O)[nH]1	-2	-4	0	-0.7	-7	-18	7	4
Cc1oc(-c2ccc(Cl)cc2)cc1C(=O)/C(C#N)=C/c1cccs1	9	-6	-4	-5.7	-6	20	14	0
COc1ccccc1-c1nc(C)c2c(C)c(C(=O)NN)sc2n1	2	0	1	-0.6	-6	5	-6	0
CCOC(=O)c1cc(NS(=O)(=O)c2ccc3c(c2)CCO3)ccc1N1CCCCC1	-2	-11	4	-0.1	11	-19	-16	-15
C#CCOC(=O)c1cccc(CSC(=N)N)c1	1	4	2	-0.6	-6	-48	0	-1
C#CCn1nnc2ccccc21	1	-7	-1	1.3	-4	-26	3	-2
CC(=O)Nc1cccc(OCCOc2cccc(NC(C)=O)c2)c1	-1	2	2	-0.2	-3	-70	16	10
C/C(=N\OC(=O)c1cccc(C(F)(F)F)c1)c1csc(-c2ccno2)n1	0	2	-1	0.2	-1	18	11	9
Clc1ccc(CSc2nnc(-n3cccc3)s2)cc1	1	0	1	0.1	-7	-55	-13	80*
COc1cc(NC(=S)NN)cc(C(F)(F)F)c1	1	7	5	-0.8	-7	7	17	-10
O=S(=O)(Oc1ccc(Cl)c(Cl)c1)c1c(Cl)sc(Cl)c1Br	1	-1	-2	-0.6	-7	-12	8	-3
CC(C)NC(=O)NNc1c(Cl)cccc1Cl	7	10	-6	-0.5	-2	18	16	18
Cc1cc(C(=O)/C(C#N)=N/Nc2cccc(Cl)c2)n(C(C)(C)C)n1	0	-12	-2	-0.2	-5	-16	19	88*
O=C1/C(=C\c2cccs2)N=C(c2ccccc2)N1Cc1ccc(Cl)cc1	0	-9	-4	-1.3	6	11	11	10
CCOC(=O)/C(C)=N/Nc1ccc(OC(F)(F)F)cc1	-1	-1	-1	-0.6	-3	20	19	-8
COCCOc1ccc(N=Cc2ccccc2O)cc1C(=O)O	1	-6	-20	3.1*	-7	11	-8	0
O=C(Nc1cccc(C(F)(F)F)c1)/C(=C\c1cccs1)c1ccsc1	-12	-5	-6	-0.6	-8	-13	-19	48
CC(=O)/C(C)=N/NC(=O)CC#N	-4	-5	10	-0.1	-7	-13	3	6
CC1(C)C2CCC1(C)C(C#N)(Nc1ccccc1)C2 (stereo unspecified)	-2	11	-1	0.0	-5	-57	-4	-10
COC(=O)C1=NNC(C(=O)OC)=NN1	3	2	-5	0.3	-1	13	18	0
NC(N)=Nc1nc(-c2cc(Cl)sc2Cl)cs1	4	7	-3	-0.4	-8	2	23	18
Cc1cc(C)c2c(=O)c(/C=C3/SC(=S)N(c4cccc(Cl)c4)C3=O)coc2c1	8	-3	-5	-0.4	-3	24	17	4
CC(=Nc1ccccc1C(F)(F)F)c1ccncc1	-4	-3	1	-0.3	2	-72	5	-21
Cc1n[nH]c(C)c1-c1ncccc1[N+](=O)[O-]	3	1	-3	0.0	-6	0	6	-9
CCOC(=O)C(C)Oc1ccc(S(N)(=O)=O)cc1 (stereo unspecified)	7	9	0	-0.4	-9	-29	-101	-1
Going on with the list.
SMILES	PME-1 Maybr inh	TLR4 MyD88 blk	luminol inh ctr	NOTCH ag	rat GALR2 agon	Nox1 inh	OPRK1 antag MB	S1P1 agonist
CCOC(=O)c1cc(/C(C)=N/OC(=O)c2ccc(Cl)cc2)on1	-1	14	2	0.3	-3	-51	-2	12
COc1ccc(C(=O)Cn2c(=O)oc3ccc(C)cc32)cc1	7	-17	-5	0.2	-7	5	0	1
O=S(=O)(Nc1ccc(Cl)cc1)c1c(F)cccc1F	4	1	-2	·	-7	-7	17	-4
CC1=C(O)C(=O)OC1c1c(F)cccc1Cl (stereo unspecified)	-1	14	-2	-0.3	-6	-59	3	6
NNC(=O)c1[nH]ncc1-c1ccc(Cl)cc1Cl	1	-1	1	-0.1	3	-30	-6	-12
Cn1cnc(S(=O)(=O)N(Cc2ccccc2)Cc2cccs2)c1	9	4	-4	-0.2	0	15	15	5
O=C(O)CCC(=O)c1ccc(F)cc1	1	-2	-2	1.2	-9	8	-1	-9
CS/C(=C/C(=O)c1cccs1)Nc1ccccc1Cl	2	-9	-1	-0.8	-3	-12	14	-4
O=C(O)c1ccccc1SC(C[N+](=O)[O-])c1ccco1 (stereo unspecified)	1	2	-3	0.1	-3	10	11	-14
COc1cccc2c1c(NS(=O)(=O)c1cc(Cl)sc1Cl)nn2C	1	2	-29	-0.5	-2	-45	-1	16
Cn1cnc2cccc(F)c2c1=N	12	-4	0	-0.7	-3	-66	-27	1
CCOC(=O)CC1=CSC2=NCCN12	-2	-3	-7	0.1	-6	-7	12	-12
O=C(NCCN1CCOCC1)c1cccc2c1OCCCO2	3	7	-1	-0.3	-5	-49	-6	-10
Cc1c(N2CCCC2)cc2c(c1N)C(C)(C)CC2(C)C	0	1	8	0.0	-5	2	-13	37
O=C(CSCCOc1ccccc1)NCc1cccs1	1	10	1	0.1	-8	-39	2	5
O=C(Nc1ccc([N+](=O)[O-])o1)O/N=C/c1ccc([N+](=O)[O-])s1	-5	10	-1	-0.8	-9	14	-34	10
O=C(O)CSCC(=O)NCc1csc2ccccc12	-1	1	-1	-0.7	-8	-26	-7	-12
CC(C)(C)c1ccc(-c2nnc(SCC(=O)N3CCOCC3)n2-c2ccc3c(c2)OCO3)cc1	-1	-101	1	-0.2	6	-24	-28	-1
O=C(Nc1ccc2c(c1)CS(=O)(=O)C2)c1cccs1	10	5	-2	-0.2	-3	3	30	9
Cc1noc(C)c1S(=O)(=O)NCc1ccccn1	0	6	0	-0.7	-6	-31	3	3
CSc1ccccc1C(=O)c1ccccc1C(=O)O	2	5	-1	-0.1	-4	-31	29	-7
CC(C)N(Cc1ccccc1)C(=O)c1ccccc1C(=O)O	-1	1	-3	-0.2	-5	3	-4	-5
COc1ccc(OC)c(S(=O)(=O)Nc2ccn[nH]2)c1	4	4	-7	0.0	2	10	-4	7
Nc1nccc(/C=C/c2c(F)cccc2Cl)n1	13	5	-2	-0.8	-4	6	-2	15
Cc1ccc(Sc2ncccc2-n2c(C)ccc2C)cc1	-1	3	3	-0.9	-8	-11	0	-2
Next part.
SMILES	PME-1 Maybr inh	TLR4 MyD88 blk	luminol inh ctr	NOTCH ag	rat GALR2 agon	Nox1 inh	OPRK1 antag MB	S1P1 agonist
CN(C)c1ccc(C(=O)Cc2ccccc2Cl)cc1	3	-1	-1	-0.5	-4	-37	-15	6
Cc1cc(-c2ccccc2)nc2oc(C(=O)c3ccc(Cl)cc3)c(N)c12	0	-5	1	-0.5	10	-28	5	-8
CCOC(=O)CN(C(=O)COc1nc(C)cc(C)c1C#N)c1ccccc1	13	1	-1	-0.1	-8	16	-14	14
COc1ccc(NC(=S)NCCSc2ccc(Cl)cc2)cc1	12	-5	-11	-0.2	-5	4	0	14
CCCCCc1ccc(C(=O)NNC(N)=S)cc1	-2	4	13	-0.2	-5	3	1	-2
OCCN1CCN(c2ncc(Cl)cc2C(F)(F)F)CC1	6	-7	-8	-0.5	-7	4	6	8
CCOC(OCC)c1ccc(C=C(C#N)C#N)cc1	-11	-11	2	-0.4	-7	-30	1	-14
CC(=O)c1ccc(OCc2ccccc2)c(C)c1OC(=O)c1cccs1	-4	-4	2	-0.2	-10	5	6	52
O=C(O)/C(=C/c1cccc([N+](=O)[O-])c1)c1ccccc1	7	-5	-7	-0.3	-6	-9	11	-10
C/C(=N\NC(N)=O)c1cccs1	1	-8	-3	0.4	-1	-19	17	-17
CC(C)(O)C(=O)OCC(=O)c1ccc(Cl)cc1	-1	-2	2	-0.9	-5	7	0	-3
N#Cc1cncc(Br)c1	-2	-3	1	0.1	3	-66	13	-10
Clc1cccc(Cl)c1CO/N=C/c1cccs1	0	14	4	-0.3	-1	-36	-2	4

Ordered by number of heavy atoms (lowest first): some entries from above
SMILES	PME-1 Maybr inh	TLR4 MyD88 blk	luminol inh ctr	NOTCH ag	rat GALR2 agon	Nox1 inh	OPRK1 antag MB	S1P1 agonist
N#Cc1cncc(Br)c1	-2	-3	1	0.1	3	-66	13	-10
C/C(=N\NC(N)=O)c1cccs1	1	-8	-3	0.4	-1	-19	17	-17
Clc1cccc(Cl)c1CO/N=C/c1cccs1	0	14	4	-0.3	-1	-36	-2	4
CCCCCc1ccc(C(=O)NNC(N)=S)cc1	-2	4	13	-0.2	-5	3	1	-2
CN(C)c1ccc(C(=O)Cc2ccccc2Cl)cc1	3	-1	-1	-0.5	-4	-37	-15	6
OCCN1CCN(c2ncc(Cl)cc2C(F)(F)F)CC1	6	-7	-8	-0.5	-7	4	6	8
Cc1ccc(Sc2ncccc2-n2c(C)ccc2C)cc1	-1	3	3	-0.9	-8	-11	0	-2
COc1ccc(NC(=S)NCCSc2ccc(Cl)cc2)cc1	12	-5	-11	-0.2	-5	4	0	14
Cc1cc(-c2ccccc2)nc2oc(C(=O)c3ccc(Cl)cc3)c(N)c12	0	-5	1	-0.5	10	-28	5	-8
CCOC(=O)CN(C(=O)COc1nc(C)cc(C)c1C#N)c1ccccc1	13	1	-1	-0.1	-8	16	-14	14
